bCat nuc transl = alters nuclear translocation of beta-catenin in HeLa cells. immunofluorescence imaging. AID 1665. nuclear translocation activity, % at 5 µM. 190,000 tested, 0.3% active;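 active = nuclear translocation activity above 50% at 5 µM, with a well cell count of 50 or more; inconclusive = wells under 50 cells across six images, flagged as toxic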;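 also: per-cell ratio of nuclear to cytoplasmic median beta-catenin stain intensity; plate controls were DMSO negative control for no effect and GSK-3 inhibitor IX positive control for full effect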
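Read-out: Nuclear/cytoplasmic beta-catenin signal ratio, % activation | Assay system: Human HeLa cell line | Times: 24 h compound exposure at 37°C, 5% CO2 | Signal: Fluorescence imaging of beta-catenin antibody stain plus DAPI | Dosing: 5 µM primary, 0.02–20 µM confirmation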
WT yeast gro inh = growth inhibition of WT yeast, mitochondrial fusion screen; mitochondrial fusion phenotypic screen, WT strain; inhibition, % at 10 µM; 190,000 tested, 2.1% active; AID 1362; in the data active = inhibition above about 58%; tested in S. cerevisiae
Autophagy mod = modulators of autophagy. MEF GFP-LC3 puncta imaging; test concentration mostly 10 µM. calls only at 10 µM (by protocol). 190,000 tested, 0.98% active. AID 463193;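 active = percentage of spot-positive cells more than 3 SD above its plate mean, without a fluorescence outlier flag or 80% toxicity; inconclusive = no clear call, values can overlap the other calls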;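 also: spot-positive cell cutoff set from DMSO-treated cells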
AID2073 = inhibitors of Mint1-CaV2.2 protein interaction, biochemical, HTRF (AID 2073); HTRF protein-protein interaction, Mint1-CaV2.2; higher % means a stronger effect; 290,000 tested, 0.19% active; one-dose inhibition, % at 20 µM; IC50 in µM for titrated hits; in the data active = inhibition mostly above about 51%, no sharp cut-off; inconclusive = no clear call, values can overlap the other calls; inactive = mostly below about 53%; also: some results filed as inactive read as strong as hits
HIV peptide binding = cell-free HIV fusion peptide-binding blockers – biochemical, uHTS, fluorescence dequenching, primary screen (AID 1986); cell-free peptide binding, fluorescence dequenching, 30 min; higher % means a stronger effect; inhibition, % at 20 µM; hits with a dose series show IC50 in µM; 290,000 tested, 0.3% active; in the data active = inhibition mostly above about 52%, no sharp cut-off; inactive = mostly below about 76%; also: some results filed as inactive read as strong as hits
Dynein transport = blocks dynein driven cargo transport along microtubules; 220,000 tested, 0.47% active; z-score, hits read low; 3617.4 mouse cells, GR-EGFP nuclear translocation imaging; test concentration mostly 20 µM; stimulated with dexamethasone, 1 µM; stronger effect = lower value;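 active = plate z-score of nuclear minus cytoplasmic receptor signal below a set negative limit, without overly bright fluorescence or cell loss, cut at about -3.5 in these data, passing the limit was not always enough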;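 also: z-score of nuclear minus cytoplasmic ring GR-EGFP intensity difference per well; some compounds called inactive have numbers as strong as hits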
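Buffer or medium: tet-free, stripped-serum medium; Also added: dexamethasone, 1.0 µM final; Technique: high-content fluorescence imaging after fixation; Times: 48 h induction, 1 h compound, 30 min dex at 37 °C; Read-out: per-cell GR-EGFP intensity, nucleus versus surrounding cytoplasmic ring, well-averaged.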
Ins promoter up = MIN6 insulin promoter up-regulation; MIN6 insulin promoter-GFP reporter, high-content imaging; stronger effect = higher value; 190,000 tested, 0.3% active; AID 1625; z-score at 5 µM;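 active = z-score above 3 at 5 µM with at least 500 cells counted in the well; inconclusive = wells under 500 cells, flagged as cytotoxic or low count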
Yfh1-off respiration = enhancers of respiration in Yfh1-depleted yeast, dose response, Friedreich's ataxia, plus single-dose screen (AID 1465) | 220,000 tested, 0.074% active | S. cerevisiae Yfh1-off respiration, WST-1 reduction, 72 h; higher fold induction means a stronger effect | fold induction at 50 µM; hits with a dose series show EC50 in µM;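 active = fold induction of absorbance versus untreated yeast above a set limit, then at least 30% activation at any dose in follow-up; inconclusive = repeats straddling the limit, or above it without dose testing; inactive = fold induction below the set limit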;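 also: activators that raise dye reduction in frataxin-depleted yeast; strong numbers were not always called active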
MT stabilize HCS = microtubule stabilization, imaging screen. % tubulin-high responders, % at 10 µM. HeLa tubulin immunostaining HCS, 24 h; share of cells brighter than vehicle mean+2SD. AID 2205. 200,000 tested, 0.83% active;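 active = plate Z-score above 3 for both tubulin-high and condensed-nucleus cell shares, with cell loss under 80%, at 10 µM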;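 also: anti alpha tubulin signal scored within the nucleus-defined area of each cell; some results filed as inactive read as strong as hits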
WT yeast gro inh mutant strain = recorded beside WT yeast gro inh, whose call it bears; inhibition, %; mitochondrial fusion phenotypic screen, mutant strain inhibition
Dynein transport cytoplasmic EGFP = also measured in Dynein transport; calls as there; z-score; measured here: cytoplasmic GR-EGFP intensity; stronger effect = higher value
Dynein transport nuclear GR-EGFP = second read-out of Dynein transport, no call of its own (marks repeat the call); z-score; measured here: nuclear GR-EGFP intensity;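 lower value marks the stronger effect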
Dynein transport cell count = recorded beside Dynein transport, whose call it bears; z-score; measured here: cell count per field
Ins promoter up cell count = second read-out of Ins promoter up, no call of its own (marks repeat the call); cell count; measured here: cytotoxicity, nuclei count;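 total cells summed across four imaged fields per well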
bCat nuc transl cell count 5 µM = also measured in bCat nuc transl; calls as there; cell count; measured here: cell count, cytotoxicity flag
MT stabilize HCS Hoechst-high % = also measured in MT stabilize HCS; calls as there; % Hoechst-high responders; measured here: nuclear condensation Hoechst responders;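 share of cells brighter than vehicle mean plus two SD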
MT stabilize HCS cytotoxicity % = also measured in MT stabilize HCS; calls as there; toxicity, %; measured here: cytotoxicity by cell density;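 0% = mean cell density of plate MIN control wells and 100% = no cells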
Autophagy mod cell loss 18 h = recorded beside Autophagy mod, whose call it bears; toxicity, %; measured here: cell loss, nuclei count;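 cell loss after 18 h compound exposure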
Active calls of the source: *; i = inactive; u = inconclusive; x = no result given; + = active, no number.

SMILES	bCat nuc transl	bCat nuc transl cell count 5 µM	WT yeast gro inh	WT yeast gro inh mutant strain	Autophagy mod	Autophagy mod cell loss 18 h	AID2073	HIV peptide binding	Dynein transport	Dynein transport cytoplasmic EGFP	Dynein transport nuclear GR-EGFP	Dynein transport cell count	Ins promoter up	Ins promoter up cell count	Yfh1-off respiration	MT stabilize HCS	MT stabilize HCS Hoechst-high %	MT stabilize HCS cytotoxicity %
Cc1cc(NC(=O)CSc2nnc3c(C)cc4c(C)ccc(C)c4n23)no1	94*	337*	13	13	i	20	2%	2.3%	1.6	0.83	0.88	-0.72	0.14	1068	i	57*	60*	58*
Cc1ccc(C2CC2C(=O)NNC(=S)Nc2cccc(Cl)c2)cc1 (stereo not drawn)	-7.1	1211	21	-11	i	7	-14%	23%	0.078	-0.26	-0.32	-0.6	x	x	i	11	3.3	11
O=c1ccc(OCCOc2ccccc2)nn1-c1ccccc1	-0.3	984	-1	3	i	2	-6%	1.5%	-0.39	-0.26	-0.064	0.8	0.06	1431	i	1.9	2.9	4.4
CCN1C(=O)CC(C(=O)Nc2ccc(F)cc2)SC1=Nc1ccc2c(c1)OCO2 (stereo not drawn)	0.2	1062	-2	-5	i	-3	3%	-1.9%	-0.64	0.053	-0.031	0.59	-0.51	1790	i	1.7	1.2	5.3
Cn1cc(/C=C(\C#N)C(=O)Nc2ncc(Cc3ccc(Cl)cc3)s2)c2ccccc21	1.2	929	20	-6	i	-4	16%	21%	-0.13	0.19	0.025	0.51	-0.33	1061	i	8.8	7.1	4.9
Cc1nnc(NC(=O)CSc2nc3c(c(=O)n(C)c(=O)n3C)n2C(C)C)s1	-1.0	989	-4	14	i	10	9%	-0.5%	-0.13	0.39	0.19	0.2	-0.65	1406	i	3.6	1.6	11
CC[n+]1ccc(/C=C2\Sc3ccccc3N2CCCS(=O)(=O)[O-])c2ccccc21	0.1	1538	9	2	i	-3	-7%	0.6%	2.2	-0.084	1.2	-1.5	0.55	1456	i	1.9	1.2	2.0
CN1CCC(N(C)CC(=O)Nc2cccc(Oc3ccccc3)c2)CC1	-6.2	1184	-34	-19	i	5	16%	0.4%	0.77	-0.42	0.18	0.57	x	x	i	4.3	2.2	14
Cc1ccc(C2CC(c3cccc(C)c3)n3ncnc3N2)cc1 (stereo not drawn)	0.0	1129	3	5	i	-4	-9%	-1.3%	-0.62	-0.2	-0.31	0.78	-0.36	1004	i	2.4	4.3	8.0
Cc1ccc(NC(=O)COC(=O)CCC(=O)c2ccc(C(C)(C)C)cc2)c([N+](=O)[O-])c1	1.5	846	-7	3	i	-11	0%	-1.8%	-1.2	-0.025	-0.89	1.3	0.14	1269	i	7.8	1.3	2.9
COc1ccc(/C=N/NC(=O)CC2N=C(Cc3ccccc3)NNC2=O)cc1OC (stereo not drawn)	x	x	2	-11	i	6	-3%	0.0%	-0.68	-0.28	-0.74	0.79	0.09	1298	i	3.7	2.7	2.7
COc1ccc([N+](=O)[O-])c(OC)c1C(=O)NC(=O)Nc1nc(C)cc(C)n1	3.1	1181	x	x	x	x	2%	2.7%	-0.59	-0.24	-0.3	0.78	-0.13	1441	i	x	x	x
Cc1ccc([N+](=O)[O-])c2c1C(N1CC(C)OC(C)C1)C(C)(C)O2 (stereo not drawn)	-2.4	1136	3	-5	i	-9	0%	-0.6%	-1.2	0.19	-0.15	0.9	0.42	1227	i	3.7	4.6	8.8
O=C(COC(=O)Cc1ccc(-c2ccccc2)cc1)NCc1ccc(F)cc1	3.2	470	0	-16	i	-8	10%	2.7%	-0.19	-0.2	-0.47	0.42	0.29	1019	i	1.7	4.2	6.9
O=C(NCc1ccccc1)C(c1ccccc1)N(C(=O)c1csnn1)C1CC1 (stereo not drawn)	-0.2	1519	-4	4	i	0	2%	1.1%	-0.17	-0.35	-0.16	0.41	-0.07	1531	i	2.2	2.7	2.1
O=C(O)/C=C/C(=O)Nc1ccc(N2CCOCC2)nc1N1CCOCC1	0.2	1345	x	x	x	x	25%	34%	-1.7	-0.02	-0.66	0.49	-1.6	1122	i	x	x	x
CC(=O)Nc1ccc(-c2cc(C(=O)O)c3ccc(C)cc3n2)cc1	-3.8	1167	x	x	x	x	39%	5.0%	-0.4	0.062	-0.22	-0.66	0.44	1360	i	x	x	x
O=C(COC(=O)c1ccccc1)Nc1cccc(S(=O)(=O)NC2=NCCCCC2)c1	-1.3	1051	2	-5	i	18	-7%	1.6%	-0.54	-0.31	-0.41	0.64	0.12	1334	i	1.8	4.5	4.4
Cc1ccc(OCCn2c(=O)oc3ccc(C)cc32)cc1	0.3	997	1	-4	i	5	-10%	-1.6%	1.9	-0.086	0.92	-1.6	-1.3	1513	i	0.7	0.5	1.1
CCCn1ncc([C@@H]2C[C@H]3CN(Cc4cccc(Cl)c4)C(=O)[C@]34CCCN24)c1C	0.3	1080	2	2	i	2	-11%	3.7%	-0.43	-0.24	-0.31	0.2	-0.15	1380	i	1.5	1.2	7.4
O=C(c1cc(-c2ccc(Cl)cc2)n(-c2ccc(Cl)cc2)n1)N1CCOCC1	-2.8	1360	14	-4	i	-2	-7%	-2.8%	-0.15	-0.21	-0.2	0.46	0.96	1398	i	1.5	1.4	4.7
CC(C)C1NC2(C(=O)c3ccccc3C2=O)C2C(=O)N(c3ccc(F)cc3)C(=O)C12 (stereo not drawn)	-3.1	939	-15	-7	i	6	14%	-0.7%	-2.5	-0.14	-1.2	1.3	-0.77	1373	i	3.5	1.9	7.5
COC(CNC(=O)CNC(=S)N(CCCN1CCOCC1)Cc1cccs1)OC	-2.8	1085	-3	4	i	18	18%	-0.7%	-0.32	-0.35	0.17	0.79	-0.84	1250	i	3.8	2.1	18
CSc1ccccc1C(=O)Nc1ncc(C)s1	x	x	13	17	i	-8	-8%	0.4%	-0.41	0.019	-0.041	0.98	-0.65	1015	i	1.6	1.8	5.2
O=C(CNC(=O)c1ccc(Oc2ccccc2)cc1)OCc1ccc(Br)cc1	-2.9	500	2	-9	i	10	-7%	-4.0%	-0.51	-0.28	0.31	0.68	-0.15	1273	i	3.2	2.8	5.9
S=C(NCCc1ccccc1)NC1CC2CCC(C1)N2Cc1ccccc1 (stereo not drawn)	-1.6	1065	14	20	i	12	u	-0.5%	-0.057	-0.11	-0.064	0.028	x	x	i	1.3	1.3	8.3
CC(C)OC(=O)c1cc(NC(=O)C2C3CCC(O3)C2C(=O)O)cc(C(=O)OC(C)C)c1 (stereo not drawn)	0.1	1063	6	3	i	0	1%	3.3%	-0.13	-0.034	0.1	-0.97	0.09	1604	i	3.4	2.5	17
COc1cccc(CN2CCNC(=O)C2CC(=O)N(Cc2cnn(C)c2)C(C)C)c1 (stereo not drawn)	0.5	940	10	3	i	25	1%	-1.5%	-0.33	-0.28	0.28	0.15	-0.06	1433	i	2.1	1.4	8.8
OC(c1ccccc1)C(CN1CCOCC1)c1ccccc1 (stereo not drawn)	-0.4	1355	x	x	x	x	10%	0.0%	-0.2	-0.19	0.81	0.33	-0.19	1162	i	x	x	x
COC(=O)c1ccc(S(=O)(=O)N2C3CCC2CC(NC(=O)NC2CCCCC2)C3)cc1 (stereo not drawn)	0.2	1115	5	3	i	2	-4%	1.9%	0.51	-0.2	0.27	0.72	0.82	1315	x	3.0	2.0	11
COCCNC(=O)c1ccc2snnc2c1	-6.4	1277	4	-19	i	3	4%	2.2%	-0.14	-0.092	0.23	0.32	-0.01	854	i	2.1	1.9	3.2
COc1ccccc1CNC(=O)CCNS(=O)(=O)c1cccc2nsnc12	-1.1	1186	2	15	i	-6	-8%	0.1%	0.012	-0.31	-0.16	0.72	0.61	788	i	2.1	1.5	3.6
O=C(NNS(=O)(=O)c1ccc(Cl)cc1)c1cc(-c2ccccc2)nc2ccccc12	-1.3	520	9	-9	i	0	3%	20%	-0.011	-0.26	-0.38	-0.0054	0.44	1339	i	4.8	2.7	4.8
O=C(CNC(=S)N(Cc1ccccc1)Cc1cccnc1)NCc1ccccc1	-2.0	1065	-1	3	i	-18	-30%	-1.4%	0.71	-0.27	-0.019	0.51	0.2	1097	i	1.9	1.2	7.6
Cc1ccc(S(=O)(=O)NCc2ccco2)cc1C(N)=O	-3.5	1091	14	15	i	-8	9%	0.6%	0.29	-0.27	-0.2	0.8	0.05	1165	i	1.6	1.2	8.3
CCn1c(=O)cc(SCC(=O)NCCCN2CCN(c3ccccc3F)CC2)c2ccccc21	2.7	1411	13	-4	+	-7.3*	17%	-0.5%	0.34	-0.2	0.33	-0.15	-2.8	739	i	3.8	1.3	1.9
COc1ccc(C)cc1NC(=O)NNC(=O)C1CCC(C(C)(C)C)CC1 (stereo not drawn)	-4.7	1166	42	16	i	9	-11%	-0.9%	0.79	-0.12	0.78	-1.7	0.08	1505	i	3.5	2.1	5.2
